TDP43 rescue = TDP-43 toxicity inhibition in yeast | TDP-43 expressing yeast growth rescue, BacTiter-Glo, 24 h | Potency, µM (titrated, usually from 46.1 µM), inactives show at the top dose growth rescue (activation), actives largely listed as activators | 410,000 compounds, 1.8% hits; further: potency means the concentration at half of the fitted maximal effect; % of control where 0% means no effect; nearly all actives have a fitted effect of over 50% in size
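Readout is BacTiter-Glo luminescence of cell growth, so inhibitors register as activators. TDP-43-expressing yeast at OD600=0.02 in galactose medium, after raffinose pregrowth to mid-log, were incubated with compound for 24 hr at 30 deg C.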
GLP-1R inv ag = acts as inverse agonist at human GLP-1 receptor; P43220; HEK293 GLP-1R CRE-luciferase, luminescence, 24 h; GLP-1R form is constitutively active; Potency, µM (titrated, usually from 38.3 µM), without a hit: at the top dose activity change, negative = inhibition, actives largely listed as inhibitors; 410,000 compounds, 1.6% hits; AID 624417; further: potency means the concentration at half of the fitted maximal effect; on the % scale 0 is the no-effect control and ±100 the full control effect; nearly all actives have a fitted effect of over 55% in size
Target sequence (P43220 whole entry, looked up): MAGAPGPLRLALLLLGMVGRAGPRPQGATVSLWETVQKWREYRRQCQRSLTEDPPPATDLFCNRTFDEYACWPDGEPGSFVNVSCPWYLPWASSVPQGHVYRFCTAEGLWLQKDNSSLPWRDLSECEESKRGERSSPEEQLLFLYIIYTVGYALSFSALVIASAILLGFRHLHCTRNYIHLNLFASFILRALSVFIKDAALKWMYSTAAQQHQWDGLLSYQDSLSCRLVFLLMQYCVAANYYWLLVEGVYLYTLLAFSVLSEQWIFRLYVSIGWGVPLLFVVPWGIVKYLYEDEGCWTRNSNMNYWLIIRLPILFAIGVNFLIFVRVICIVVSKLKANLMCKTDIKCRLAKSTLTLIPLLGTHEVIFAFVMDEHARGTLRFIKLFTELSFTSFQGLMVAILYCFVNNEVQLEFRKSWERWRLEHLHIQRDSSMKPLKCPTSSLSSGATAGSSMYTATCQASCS
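GLP-1R inverse agonism mode: basal reporter luminescence in engineered HEK293 cells measured after one day of compound exposure at 37 deg C, with a 12 min room-temperature detection step.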
Akt phos inh = inhibitors of Akt phosphorylation. Neuro2A IGF-stimulated pAkt S473 HTRF, 20 min; active compounds read low. activity change, % for hits at 50 µM. 360,000 compounds, 0.32% hits. AID 651550; in the data active means activity change below about -80%; inconclusive means mostly about -51% to -80%; further: on the % scale 0 is the no-effect control and ±100 the full control effect
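Single-point screen (50 µM final compound) in Neuro2A cells stimulated 20 min with 6 nM IGF at 37 deg C. After lysis, Ser473-phosphorylated Akt read by HTRF (ex 330 nm, em 615/665 nm) as the 665/615 ratio.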
PTHR1 ag = agonists of human PTHR1 parathyroid hormone receptor; 410,000 compounds, 0.075% hits; Q03431; HEK293 GP2 PTHR1 cells, GloSensor cAMP luminescence, 1 h; Potency, µM (series often up to 115 µM), without a hit: at the top dose activation, actives largely listed as activators; further: potency means the concentration at half of the fitted maximal effect; nearly all actives have a fitted effect of over 55% in size; some results filed as inactive show a strong effect at the top dose; inactives centre near -15; many of its hits are not listed in these tables
Target sequence (Q03431 whole entry, looked up): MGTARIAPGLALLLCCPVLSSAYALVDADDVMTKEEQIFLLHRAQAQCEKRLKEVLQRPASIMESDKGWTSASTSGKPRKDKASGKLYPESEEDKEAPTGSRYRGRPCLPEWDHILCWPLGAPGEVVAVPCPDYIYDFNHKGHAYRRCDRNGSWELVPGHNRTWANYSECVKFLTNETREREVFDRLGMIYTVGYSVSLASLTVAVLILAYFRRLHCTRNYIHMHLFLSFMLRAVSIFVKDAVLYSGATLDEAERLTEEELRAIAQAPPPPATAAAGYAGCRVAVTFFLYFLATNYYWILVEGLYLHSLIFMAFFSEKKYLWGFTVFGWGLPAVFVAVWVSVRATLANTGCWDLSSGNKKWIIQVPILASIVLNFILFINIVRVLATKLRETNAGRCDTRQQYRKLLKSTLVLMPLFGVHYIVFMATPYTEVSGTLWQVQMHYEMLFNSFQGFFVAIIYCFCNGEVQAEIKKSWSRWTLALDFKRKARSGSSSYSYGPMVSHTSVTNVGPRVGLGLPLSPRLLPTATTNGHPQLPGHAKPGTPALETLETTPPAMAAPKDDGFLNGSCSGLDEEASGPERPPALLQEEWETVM
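HEK-293-derived GP2 cells expressing PTHR1 and a GloSensor cAMP reporter, 3,000/well, plated overnight, given luciferin plus IBMX (each 0.5 mM as added) for 1 h at 37 °C, then compound for 1 h at 37 °C. Luminescence was read after 15 min at room temperature.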
aSyn rescue = inhibitors of alpha-synuclein toxicity in yeast; Yeast expressing alpha-synuclein, growth rescue, BacTiter-Glo, 24 h; Potency, µM (titrated, usually from 46.1 µM), for inactives: at the top dose growth rescue (activation), hits mostly activators; 370,000 compounds, 0.14% hits; AID 652106; further: potency means the concentration at half of the fitted maximal effect; % of control where 0% means no effect; nearly all actives have a fitted effect of over 65% in size
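Rescue of yeast growth: cells expressing toxic alpha-synuclein, induced in galactose at OD600 0.02, incubated with compound 24 h at 30 C. ATP luminescence quantified growth; inhibitors of toxicity appear as activators.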
FUS suppressor = FUS proteinopathy suppression in yeast | S. cerevisiae FUS-expressing, growth rescue, OD600, 24 h | Potency, µM (series often up to 76.6 µM), inactives show top-dose growth rescue (activation), most hits filed as activators | 390,000 compounds, 0.24% hits | AID 1347120;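 further: potency means the concentration at half of the fitted maximal effect; plate controls were DMSO vehicle for no effect and reference control for full effect; nearly all actives have a fitted effect of over 55% in size; some results filed as inactive show a strong effect at the top dose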
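Read-out: OD at 600 nm after 24hr at 30C, reporting rescue of FUS-induced yeast toxicity. Cells at OD 0.005 in galactose (2%) minimal medium; compounds tested in a dilution series; CP55940 titration from 92uM final as control.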
MmCpn inh = blocks the Methanococcus maripaludis chaperonin Mm-Cpn | purified Mm-Cpn ATPase, ADP Transcreener TR-FRET | Potency, µM (doses to about 76.9 µM), for the others: top-dose activity, negative = inhibition, hits mostly inhibitors | 330,000 compounds, 0.031% hits | AID 504842; further: potency means the concentration at half of the fitted maximal effect; on the % scale 0 is the no-effect control and ±100 the full control effect; nearly all actives have a fitted effect of over 80% in size
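Measured: ADP formation by purified Mm-CPN. Conditions: 25 nM protein, 10 uM ATP, Tris pH 7.4 with Mg2+, K+ and DTT, 37°C for 30 min. Detection: Transcreener HTRF after 30 min at room temperature.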
GLP1R cytotox = cytotoxic in the GLP-1 receptor inverse agonist counter-screen; HEK293 cAMP-luciferase reporter cells, luminescence, 24 h; Potency, µM (doses to about 38.3 µM), without a hit: at the top dose activity change, negative = inhibition, most hits filed as inhibitors; 410,000 compounds, 0.13% hits;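 further: loss of luciferase light is scored as toxicity; potency means the concentration at half of the fitted maximal effect; on the % scale 0 is the no-effect control and ±100 the full control effect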
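Seeding density was 200 cells/uL; after overnight-length (12 h) culture, 23 nL compounds went on for 24 h at 37 °C. Readout used a luciferase detection reagent, luminescence taken after 12 min at room temperature.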
Abeta yeast res = A-beta toxicity reversal in yeast. yeast expressing A-beta42, growth rescue, OD600, 48 h; response scale: 0% DMSO, 100% iron-clioquinol control. Potency, µM (top dose mostly 46.1 µM), without a hit: top-dose growth rescue, usual class: activators. 410,000 compounds, 0.063% hits. AID 1347071; further: potency means the concentration at half of the fitted maximal effect; nearly all actives have a fitted effect of over 55% in size
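Yeast growth medium received pinned compounds, then yeast cells expressing toxic A-beta were added; plates incubated at 30 C for 48 hr. Growth read as absorbance at 600 nm, normalized to DMSO and equimolar FeCl3 plus clioquinol controls.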
* marks the source's active call; other numbers are inactive results; i = inactive; u = inconclusive; x = not tested or not shown; [ ] = remark or other dose. Unless noted, the call rests on the fitted dose curve; in most records, active means well fitted curve in the direction sought with a large enough effect; inconclusive means small, poorly fitted or top-dose-only effect, or another doubt; inactive means no such curve, though single readings can be large; an effect the other way counts as inactive or inconclusive. Not all compounds are listed; count on the stated rates, not on these rows.

SMILES | TDP43 rescue | GLP-1R inv ag | Akt phos inh | PTHR1 ag | aSyn rescue | FUS suppressor | MmCpn inh | GLP1R cytotox | Abeta yeast res
O=C1CCCCN1CCc1c[nH]c2ccccc12 | -10% | 17% | i | i | 2% | 22% | 1% | -10% | 1%
COC(=O)c1c(NC(=O)C2CCCCC2)sc2c1CC(C)(C)NC2(C)C | 6% | u | i | i | 2% | 6% | 1% | 3% | -14%
COC(=O)c1cc(S(=O)(=O)N(C)Cc2ccco2)c[nH]1 | 7% | -2% | i | -7% | -12% | -10% | -3% | 1% | -5%
CN(C)CCCn1c(N)c(S(=O)(=O)c2ccccc2)c2nc3ccccc3nc21 | -28% | -38% | i | -25% | -7% | 10% | -2% | 18% | 0%
O=C(Nc1ccccc1N1CCOCC1)c1cccc(S(=O)(=O)N2CCOCC2)c1 | 7% | 12% | i | i | 3%[1.84 µM] | 39% | 1% | 2% | 8%
COc1cccc(-c2nn(-c3ccc(C)cc3)cc2C(=O)N2CCN(C3CCS(=O)(=O)C3)CC2)c1 (stereo not given) | 21% | -7% | i | i | 9% | 31% | -18% | 1% | 8%
COc1cccc(NC(=O)CSc2nnc(-c3ccco3)c(-c3ccco3)n2)c1 | 7% | 21% | i | i | -1% | u | 0% | -17% | 14%
COc1ccc(CN2CC[C@H]3C=CC[C@@H](C(=O)N4CCOCC4)[C@H]3C2=O)cc1OC | 17% | 15% | i | i | -1% | -20% | x | -6% | 0%
Clc1ccc(OCc2nn3c(C4CCCCC4)nnc3s2)c(Cl)c1 | u | -4% | i | -4%[57.5 µM] | 10% | 3% | 1% | 1% | 19%
Cc1ccc(NC(=O)COc2ccc(Br)cn2)cc1 | -16% | 7% | i | -2% | -1% | 15% | 1% | 1% | -19%
Cc1cc(C)n(Cc2nc3ccccc3n2C)n1 | -11% | -12% | i | i | 0% | 5% | 0% | 4% | 25%
CC(C)NC(=O)Nc1cccc2c1O[C@H](CN(C)C(=O)Nc1ccc(C(F)(F)F)cc1)[C@@H](C)CN([C@H](C)CO)C2=O | 18% | 11% | i | -23% | -1% | 25% | 1% | -9% | -13%
COc1ccc(C(CNC(=O)Cc2ccccc2)N2CCCCC2)cc1 (stereo not given) | -21% | -7% | i | -4% | -9% | 1% | -1% | -5% | -14%
COc1ccc(/C=C/C(=O)NCC(=O)N/N=C/c2cc(Br)ccc2OCc2ccccc2)cc1 | 1% | 19% | i | i | 9% | -6% | -1% | -5% | -3%
CCc1nc2oc3ccccc3c(=O)c2cc1C(=O)OC | u | 72%[activator] | i | i | 5% | -10% | -1% | -4% | -5%

As a working copy, some entries already given.
SMILES | TDP43 rescue | GLP-1R inv ag | Akt phos inh | PTHR1 ag | aSyn rescue | FUS suppressor | MmCpn inh | GLP1R cytotox | Abeta yeast res
COc1cccc(NC(=O)CSc2nnc(-c3ccco3)c(-c3ccco3)n2)c1 | 7% | 21% | i | i | -1% | u | 0% | -17% | 14%
COc1ccc(CN2CC[C@H]3C=CC[C@@H](C(=O)N4CCOCC4)[C@H]3C2=O)cc1OC | 17% | 15% | i | i | -1% | -20% | x | -6% | 0%

Continuation.
SMILES | TDP43 rescue | GLP-1R inv ag | Akt phos inh | PTHR1 ag | aSyn rescue | FUS suppressor | MmCpn inh | GLP1R cytotox | Abeta yeast res
Cc1ccc(NC(=O)c2ncn(CCCN3CCN(c4ccccn4)CC3)n2)cc1C | -15% | -21% | i | -37%[inhibitor] | 1% | -16% | x | -16% | -13%
Cc1ccccc1C(=O)NC[C@@H]1CCCN2CCCC[C@H]12 | -13% | 9% | i | i | 0% | -1% | 3% | 11% | -6%
CCOC(=O)c1cc(-c2ccccc2)n(CC(=O)NC2CCC(C)CC2)c1C (stereo not given) | 18% | -6% | x | i | x | 4% | x | 3% | -10%
C=CCN(CC=C)Cc1cc(=O)oc2cc(OC)c(Cl)cc12 | 26% | u | i | -63%[inhibitor] | 2% | 17% | x | -13% | 2%
Cc1cc(C(=O)N2CCC2(C)C(=O)NS(=O)(=O)c2cccc(OC(F)F)c2)nn1C (stereo not given) | 8% | 16% | i | -19% | -2% | -14% | x | 0% | -10%
CC(=O)Nc1ccc(-c2csc(NC(=O)C3CCN(S(=O)(=O)c4cccs4)CC3)n2)cc1 | -9% | u | i | -8% | -6% | x | -9% | -12% | -4%
COc1cc2c(cc1NC(=O)COc1ccc(Br)c(C)c1)oc1ccccc12 | 18% | 6% | x | i | x | -22% | x | 2% | -4%
O=C(COc1ccc(/C=N/NC(=O)c2ccccc2O)cc1)Nc1ccc([N+](=O)[O-])cc1 | -1% | 5% | i | i | -13% | x | 1% | 2% | -1%
O=C(Nc1ccc(F)cc1F)N1CCCCC1c1cccnc1 (stereo not given) | 1% | 14% | i | i | -11% | 2% | 2% | -7% | 6%
O=C(Cn1ccc(NC(=O)OCc2ccccc2)nc1=O)NCc1ccc2[nH]ccc2c1 | -19% | -16% | i | -6% | 2% | -15% | 2% | 2% | -12%
Nc1nc(CSC(=S)N2CCN(c3ccccc3)CC2)nc(Nc2ccccc2)n1 | u | u | i | -25% | 3% | x | -1% | 6% | 0%
CCOC(=O)c1cnn2c1[nH]c(=O)c1ccccc12 | -4% | 3% | i | i | -2% | -30% | -2% | 26% | 2%
CC(=NNC(=O)c1cccc(S(=O)(=O)N2CCCC2)c1)c1ccccc1 | -7% | -13% | i | i | -5% | x | 1% | -1% | 0%
COC(=O)c1ccc(NC(=O)Cn2ccn3nc(-c4ccc(OC)cc4)cc3c2=O)cc1 | u | 2% | x | i | x | -7% | x | -5% | -9%
COc1ccc(OCC(=O)Nc2nccs2)cc1 | -11% | -2%[0.307 µM] | i | -23% | 1% | -4% | 3% | -1%[0.307 µM] | -3%

Whole records as entered above:
Entry for `COC(=O)c1ccc(NC(=O)Cn2ccn3nc(-c4ccc(OC)cc4)cc3c2=O)cc1` = TDP43 rescue: u; GLP-1R inv ag: 2%; Akt phos inh: x; PTHR1 ag: i; aSyn rescue: x; FUS suppressor: -7%; MmCpn inh: x; GLP1R cytotox: -5%; Abeta yeast res: -9%
Entry for `CC(=NNC(=O)c1cccc(S(=O)(=O)N2CCCC2)c1)c1ccccc1` = TDP43 rescue: -7%; GLP-1R inv ag: -13%; Akt phos inh: i; PTHR1 ag: i; aSyn rescue: -5%; FUS suppressor: x; MmCpn inh: 1%; GLP1R cytotox: -1%; Abeta yeast res: 0%

More structures:
SMILES | TDP43 rescue | GLP-1R inv ag | Akt phos inh | PTHR1 ag | aSyn rescue | FUS suppressor | MmCpn inh | GLP1R cytotox | Abeta yeast res
Cc1ccc(Cl)cc1N1CCN(C(=O)CN2C(=O)COc3ccc(S(=O)(=O)N4CCOCC4)cc32)CC1 | 16% | 0% | x | -5% | 5% | -20% | x | 0% | -9%
COc1ccc(CN2CCN(C(=O)c3cccc(OC)c3OC)CC2)cc1OC | -2% | -9% | i | -7% | -1% | 7% | -3% | -5% | 0%
Cn1c(SCc2nc(-c3ccc(Cl)cc3)no2)nnc1-c1ccccc1 | 10% | u | i | i | -6% | 11% | 1% | -13% | -18%
CC(C)NC(=O)CN1CCN(Cc2nc(C(c3ccccc3)c3ccccc3)no2)CC1 | 6% | 8% | i | i | -1% | 23% | -1% | 13% | -11%
Cc1nn(-c2ccc(N3CCCC3)nn2)c(C)c1CCC(=O)NCc1ccccc1F | 2% | 13% | x | 9% | x | 4% | x | 3% | 2%
COc1ccc(CC(=O)NC(C)c2nnc(SCC(=O)c3ccc(Br)cc3)n2C)cc1 (stereo not given) | -13% | -6% | i | -25% | 5% | 31% | -5% | -11% | 13%
C=C(C)c1cccc(C(C)(C)NC(=O)N2CCN(CC)CC2)c1 | 5% | 0% | i | i | -14% | -5% | 1% | -3% | 20%
COC(C[C@@H](O)CC(=O)[C@@H](C)OCc1ccccc1)OC | 18% | 8% | i | -19% | 3% | -25% | u | 12% | 0%
COc1ccc(C2NC(C(=O)O)Cc3c2[nH]c2ccccc32)cc1CN1CCN(c2ccc(F)cc2)CC1 (stereo not given) | 5% | u | i | i | -3% | 4% | 2%[15.4 µM] | 4% | 3%
Cc1ccc(C(=O)CSc2cc(C)[nH]c(=O)n2)cc1 | 7% | u | i | -33%[inhibitor] | -2% | -6% | -2% | 0% | 1%
CC(C)C(=O)NN(C(=O)C(C)C)c1nc2ccccc2s1 | -19% | 1% | i | i | 4% | -19% | -1% | -3% | -2%
C[C@H](NC(=O)c1ccccc1)C(=O)N1CCN(c2ccccc2)CC1 | -4% | 18% | i | -10% | 2% | -8% | 0% | 1% | -16%
Cc1ccccc1CN1C(=O)c2ccccc2S(=O)c2ccc(C(=O)NCc3ccco3)cc21 (stereo not given) | -6% | -24% | x | i | x | u | x | 5% | -3%
COc1ccccc1C1(O)CCN(CC(=O)Nc2nc(-c3ccccc3)cs2)CC1 | u | u | i | -31%[inhibitor] | 0% | 14% | 0% | -1% | -13%

Assay outcomes as filed in PubChem BioAssay.
